Assay outcomes as filed in PubChem.
H1N1 NS1A inhibition – H1N1 influenza NS1A inhibitors, functional cell based assay (AID 504329); NS1A functional cell-based assay, percent inhibition; higher % means a stronger effect; inhibition, % at 12.5 µM, or IC50 in µM where a hit was titrated; hit rate 0.3% among 340,000; in the data active = a potency from the dose series; inconclusive = inhibition above about 27% without an active follow-up result; also: strong numbers were not always called active
PhoP GFP inhibition – Inhibition of PhoP regulon, Salmonella typhi GFP reporter cells, confirmation, 4 h (AID 1850) | inhibition, % at 50 µM; hits with a dose series show IC50 in µM | hit rate 0.33% among 310,000 | Salmonella Typhi PhoP-promoter GFP reporter, fluorescence, 4 h; higher % means a stronger effect; in the data active = a potency from the dose series; inconclusive = inhibition mostly from about 25% at the one dose, without a potency; inactive = the rest, 99 in 100 with inhibition below about 19%;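 also: 0% = induced wells with vehicle and 100% = uninduced wells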
tuberculosis growth – growth inhibition of non-replicating M. tuberculosis (AID 488890). Mycobacterium tuberculosis non-replicating, growth inhibition; higher % means a stronger effect. one-dose inhibition, % at 25 µM; IC50 in µM for titrated hits. hit rate 0.39% among 320,000; in the data active = a potency from the dose series; inconclusive = inhibition mostly from about 82% at the one dose, without a potency; inactive = the rest, 99 in 100 with inhibition below about 76%;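 also: plate controls were DMSO cells for no effect and high antibiotic wells for full effect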
H37Rv inhibition – M. tuberculosis growth inhibition, HTS (AID 449762); M. tuberculosis H37Rv growth inhibition, 7H9 media; higher % means a stronger effect; inhibition, % at 25 µM; hits with a dose series show IC50 in µM; hit rate 0.59% among 330,000; in the data active = a potency from the dose series; inconclusive = inhibition above about 70% without an active follow-up result;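 also: bacterial growth assessed after seven days of incubation; strong numbers were not always called active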
VEEV TC-83 Vero – inhibitors of VEEV TC-83 cytopathic effect, confirmation, Vero cells (AID 588727); Vero cells, VEEV TC-83 cytopathic effect inhibition; higher % means a stronger effect; inhibition, % at 20 µM; hits with a dose series show IC50 in µM; hit rate 0.13% among 350,000; in the data active = a potency from the dose series; inconclusive = inhibition mostly from about 14% at the one dose, without a potency; inactive = the rest, 99 in 100 with inhibition below about 12%; also: strong numbers were not always called active
VEEV TC-83 Vero 10K pilot screen – second read-out of VEEV TC-83 Vero, no call of its own (marks repeat the call); inhibition, %; measured here: 10K pilot screen inhibition
Starred values were filed as active, the others as inactive.

Start of the data: the first 2 entries, to show the layout:
Screening C#Cc1ccc([C@@H]2C=C(C(=O)OCC=C)O[C@H](OCC)[C@H]2CCCO)cc1 returned H1N1 NS1A inhibition 3%, PhoP GFP inhibition 3%, tuberculosis growth 5%, H37Rv inhibition 0% and VEEV TC-83 Vero 1.3%.
`Cc1ccc(C)c2c1N(Cc1ccccc1)C(=O)C21OCCO1` gave H1N1 NS1A inhibition -1%, PhoP GFP inhibition -3%, tuberculosis growth 11%, H37Rv inhibition 10% and VEEV TC-83 Vero 1.8%.

The listing, from the first entry:
Screening C#Cc1ccc([C@@H]2C=C(C(=O)OCC=C)O[C@H](OCC)[C@H]2CCCO)cc1 returned H1N1 NS1A inhibition 3%, PhoP GFP inhibition 3%, tuberculosis growth 5%, H37Rv inhibition 0% and VEEV TC-83 Vero 1.3%.
`Cc1ccc(C)c2c1N(Cc1ccccc1)C(=O)C21OCCO1` gave H1N1 NS1A inhibition -1%, PhoP GFP inhibition -3%, tuberculosis growth 11%, H37Rv inhibition 10% and VEEV TC-83 Vero 1.8%.
Screening CN1CCCC(OC(=O)CCCC(=O)OC2CCCN(C)C2)C1 (stereo not given) returned H1N1 NS1A inhibition -4%, PhoP GFP inhibition 1%, tuberculosis growth -1%, H37Rv inhibition -6% and VEEV TC-83 Vero 0.8%.
For CCc1noc(C)c1C(=O)Nc1nc2c(F)cc(F)cc2s1 the results were H1N1 NS1A inhibition -5%, tuberculosis growth 48%, H37Rv inhibition -6% and VEEV TC-83 Vero 2.6%.
For COCCN(C(=S)Nc1ccc(C)c(C)c1)C(C)c1ccco1 (stereo not given) the results were H1N1 NS1A inhibition -16%, PhoP GFP inhibition 10%, tuberculosis growth 5%, H37Rv inhibition 0% and VEEV TC-83 Vero 4.9%.
`Cc1c(S(=O)(=O)N2CCC(C)CC2)c(=O)n(C)c(=O)n1C` gave H1N1 NS1A inhibition -3%, PhoP GFP inhibition 1%, tuberculosis growth -2%, H37Rv inhibition 0% and VEEV TC-83 Vero inactive.
For CCOc1ccc(OCCCC(=O)NNC(=O)c2ccncc2)cc1 the results were H1N1 NS1A inhibition -7%, PhoP GFP inhibition -1%, tuberculosis growth 63%, H37Rv inhibition inconclusive and VEEV TC-83 Vero 1.4%.
Cc1ccc2nc3ccc(N4CCCCCCC4)nn3c(=O)c2c1 was read as H1N1 NS1A inhibition 1%, PhoP GFP inhibition 1%, tuberculosis growth 27%, H37Rv inhibition 5% and VEEV TC-83 Vero 6.7%.
For CC(=O)N1CCc2cc(S(=O)(=O)CCC(=O)Nc3c(C)n(C)n(-c4ccccc4)c3=O)ccc21 the results were H1N1 NS1A inhibition -3%, PhoP GFP inhibition -1%, H37Rv inhibition 3%, VEEV TC-83 Vero 2.5% and VEEV TC-83 Vero 10K pilot screen 0.9.
Screening COc1cc(C=O)c(-c2c(C=O)cc(OC)c3c2OCO3)c2c1OCO2 returned H1N1 NS1A inhibition -5%, PhoP GFP inhibition -5%, tuberculosis growth 34%, H37Rv inhibition 3% and VEEV TC-83 Vero 0.7%.
`CN(C)S(=O)(=O)c1cc(NC(=O)COC(=O)C2CSC3(C)CCC(=O)N23)ccc1Cl` (stereo not given) gave H1N1 NS1A inhibition -7%, PhoP GFP inhibition -3%, tuberculosis growth -12%, H37Rv inhibition 4% and VEEV TC-83 Vero inactive.
For C=C/C(C)=C/C[C@H]1C(=C)CCC2[C@](C)(C(=O)O)CCC[C@@]21C (stereo not given in full) the results were H1N1 NS1A inhibition 2%, PhoP GFP inhibition -13%, tuberculosis growth 0%, H37Rv inhibition -12% and VEEV TC-83 Vero 1.0%.
For Cc1ccc(CC(NC(=O)c2ccc(C)cc2)C(=O)O)cc1 (stereo not given) the results were H1N1 NS1A inhibition 0% and VEEV TC-83 Vero 1.4%.
`COc1ccc(NC(=O)CCCN2C(=O)C(c3ccccc3)Oc3cccnc32)cc1` (stereo not given) gave H1N1 NS1A inhibition -2%, PhoP GFP inhibition -3%, tuberculosis growth 10%, H37Rv inhibition -2% and VEEV TC-83 Vero inactive.
For CCC1C2CC3C4N(C)c5ccccc5C45CC(C2C5O)N3[C@@H]1O (stereo not given in full) the results were H1N1 NS1A inhibition 0%, PhoP GFP inhibition 2%, tuberculosis growth -3%, H37Rv inhibition -5% and VEEV TC-83 Vero inactive.
For COC(=O)c1ccc(C)c(NC(=O)CCSc2ccccc2)c1 the results were H1N1 NS1A inhibition 8%, PhoP GFP inhibition -6%, tuberculosis growth -3%, H37Rv inhibition -10% and VEEV TC-83 Vero 0.9%.
`Cc1c(NC(=O)C2CCCN2S(=O)(=O)c2ccccc2)c(=O)n(-c2ccccc2)n1C` (stereo not given) gave H1N1 NS1A inhibition -1%, PhoP GFP inhibition 11%, tuberculosis growth 7%, H37Rv inhibition -7% and VEEV TC-83 Vero 0.7%.
Cc1sc2c3ccsc3ccc2[n+]1C was read as H1N1 NS1A inhibition -4%, PhoP GFP inhibition 12%, tuberculosis growth 23%, H37Rv inhibition 50% and VEEV TC-83 Vero 0.6%.
CCOC(=O)C1CCN(C(=O)CCCn2nc(CC)n3c(cc4occc43)c2=O)CC1 was read as H1N1 NS1A inhibition -3%, PhoP GFP inhibition 7%, tuberculosis growth -20%, H37Rv inhibition 6% and VEEV TC-83 Vero 1.1%.
`CC(C)(Oc1ccc(Cl)cc1)C(=O)NCC1CCCO1` (stereo not given) gave H1N1 NS1A inhibition -13%, PhoP GFP inhibition 0%, tuberculosis growth 23%, H37Rv inhibition -2% and VEEV TC-83 Vero 0.8%.
For CN1CCN(c2ccc(-c3ccc4ccccc4n3)cc2)CC1 the results were H1N1 NS1A inhibition -3% and VEEV TC-83 Vero >25µM*.
COC(=O)C1CCN(C(=O)c2ccc(Cl)c(S(=O)(=O)NCc3cccnc3)c2)CC1 was read as H1N1 NS1A inhibition -3%, PhoP GFP inhibition -6%, tuberculosis growth 3%, H37Rv inhibition 3% and VEEV TC-83 Vero 0.9%.
O=C1CSCc2nc3ccccc3n21 was read as H1N1 NS1A inhibition 6% and VEEV TC-83 Vero 2.4%.
`CCn1cc(C(=O)O)c(=O)c2cnc(N3CCN(C(=S)NC(=O)c4ccc(F)c(F)c4)CC3)nc21` gave H1N1 NS1A inhibition -9%, PhoP GFP inhibition 6%, tuberculosis growth 6%, H37Rv inhibition -2% and VEEV TC-83 Vero 4.5%.
Cc1ccc(NC(=O)C2CCN(S(C)(=O)=O)CC2)cc1 was read as H1N1 NS1A inhibition -7%, PhoP GFP inhibition -8%, tuberculosis growth -26%, H37Rv inhibition -7% and VEEV TC-83 Vero 1.3%.
For CC(C)C(C(=O)Nc1ccc2c(c1)OCO2)N1C(=O)c2ccccc2C1=O (stereo not given) the results were H1N1 NS1A inhibition 2%, PhoP GFP inhibition 4%, tuberculosis growth -1%, H37Rv inhibition -16% and VEEV TC-83 Vero 0.7%.
Screening O=C(N/N=C/C=C/c1ccccc1)c1cnccn1 returned H1N1 NS1A inhibition 4%, PhoP GFP inhibition -6%, H37Rv inhibition -2% and VEEV TC-83 Vero 0.0%.
For COc1nc2ccc(C)cc2cc1-c1noc(-c2cccnc2)n1 the results were H1N1 NS1A inhibition -5%, PhoP GFP inhibition -5%, tuberculosis growth 0%, H37Rv inhibition 6% and VEEV TC-83 Vero 1.5%.
Screening CCOC(=O)N1CCC(NS(=O)(=O)c2ccccc2)CC1 returned H1N1 NS1A inhibition -18%, PhoP GFP inhibition 1%, tuberculosis growth 4%, H37Rv inhibition 4% and VEEV TC-83 Vero 2.5%.
Screening CCn1c(NCc2ccc3c(c2)OCO3)nc2ccccc21 returned H1N1 NS1A inhibition -1%, PhoP GFP inhibition -4%, tuberculosis growth 7%, H37Rv inhibition -6% and VEEV TC-83 Vero inactive.
O=[N+]([O-])c1cccnc1SCc1c(F)cccc1Cl was read as H1N1 NS1A inhibition -6%, PhoP GFP inhibition 1%, tuberculosis growth 30%, H37Rv inhibition 13% and VEEV TC-83 Vero inactive.
COc1ccc(N=Cc2cc(Cl)ccc2O)cc1Cl was read as H1N1 NS1A inhibition -2%, PhoP GFP inhibition 9%, tuberculosis growth inconclusive, H37Rv inhibition -10% and VEEV TC-83 Vero 0.8%.
`Cn1c(=O)c2c(SCC(=O)c3ccccc3)nc(C3CC3)nc2n(C)c1=O` gave H1N1 NS1A inhibition 1%, PhoP GFP inhibition -3%, tuberculosis growth -1%, H37Rv inhibition -7% and VEEV TC-83 Vero 7.8%.
Screening Cc1ccc(CNC(=O)Cc2ccc(-c3ccccc3)cc2)cc1 returned H1N1 NS1A inhibition -4%, PhoP GFP inhibition 1%, tuberculosis growth -21%, H37Rv inhibition 0% and VEEV TC-83 Vero 7.1%.
For O=C1c2cccc3cc([N+](=O)[O-])cc(c23)C(=O)N1CCN1CCCC1 the results were H1N1 NS1A inhibition -24% and VEEV TC-83 Vero 2.8%.
For O=C(Nc1ccccc1C(=O)NC(Cc1c[nH]c2ccccc12)C(=O)O)c1ccco1 (stereo not given) the results were H1N1 NS1A inhibition 1%, PhoP GFP inhibition 15%, tuberculosis growth -8%, H37Rv inhibition -11% and VEEV TC-83 Vero 2.8%.
`Cn1cc(/C=C(\C#N)C(=O)Nc2ccccc2O)c2ccccc21` gave H1N1 NS1A inhibition 11%, PhoP GFP inhibition 6%, tuberculosis growth 3%, H37Rv inhibition 14% and VEEV TC-83 Vero 13%.
`CCOc1ccc(NC(=O)CN(C)C(=O)COc2cccc(CC)c2)cc1OCC` gave H1N1 NS1A inhibition -9%, PhoP GFP inhibition 10%, tuberculosis growth 9%, H37Rv inhibition 3% and VEEV TC-83 Vero 8.9%.
`CCCc1nnc(SCC(=O)N2C(C)CCCC2C)n1CCCOC` (stereo not given) gave H1N1 NS1A inhibition 9%, PhoP GFP inhibition -6%, tuberculosis growth -9%, H37Rv inhibition -12% and VEEV TC-83 Vero 0.9%.
`O=C(CSc1ccc(-c2ccccn2)nn1)N1CCCC1` gave H1N1 NS1A inhibition 13%, PhoP GFP inhibition 23%, tuberculosis growth -9%, H37Rv inhibition -6% and VEEV TC-83 Vero 2.2%.
`CC(=O)N1CCc2[nH]c3ccc(C)cc3c2C1` gave H1N1 NS1A inhibition 2%, PhoP GFP inhibition 7%, tuberculosis growth 9%, H37Rv inhibition 20% and VEEV TC-83 Vero 1.5%.
For Cc1nnc(C)c2c(C)n(C(C)c3ccccc3)c(C)c12 (stereo not given) the results were H1N1 NS1A inhibition 22%, PhoP GFP inhibition -9%, tuberculosis growth 78%, H37Rv inhibition 31% and VEEV TC-83 Vero 3.2%.
`CS(=O)(=O)N(CC(=O)N1CCCCC1)c1ccc2c(c1)OCO2` gave H1N1 NS1A inhibition -21%, PhoP GFP inhibition -3%, tuberculosis growth -9%, H37Rv inhibition -5% and VEEV TC-83 Vero 0.3%.
Screening O=Nc1c(O)[nH]c2ccc(Cl)c(Cl)c12 returned H1N1 NS1A inhibition -12% and VEEV TC-83 Vero 8.5%.
`COC(=O)CSc1nnc(CNC(=O)c2ccccc2F)n1-c1ccc(F)cc1` gave H1N1 NS1A inhibition 6%, PhoP GFP inhibition 5%, tuberculosis growth -15%, H37Rv inhibition -3% and VEEV TC-83 Vero 0.6%.
Screening Cc1ccc(C(=O)c2ccc(O)cc2)cc1C returned H1N1 NS1A inhibition -5%, PhoP GFP inhibition -3%, tuberculosis growth 4%, H37Rv inhibition -4% and VEEV TC-83 Vero 2.3%.
O=C(c1nc2ccc(Cl)cn2c1CN1CCC(O)CC1)N1CCc2ccccc2C1 was read as H1N1 NS1A inhibition 26%, PhoP GFP inhibition -5%, tuberculosis growth -8%, H37Rv inhibition -16% and VEEV TC-83 Vero 0.8%.
`O=C(O)CSc1ncnc2sc3c(c12)CCCC3` gave H1N1 NS1A inhibition 2%, PhoP GFP inhibition -5%, tuberculosis growth 24%, H37Rv inhibition -7% and VEEV TC-83 Vero 0.1%.
For Cc1ccc(S(=O)(=O)N2CCN(C(=O)C3CCCCC3)CC2)cc1 the results were H1N1 NS1A inhibition 1%, PhoP GFP inhibition 3%, tuberculosis growth -9%, H37Rv inhibition 6% and VEEV TC-83 Vero 0.6%.

Entries above containing a nitro group on carbon (two):
O=[N+]([O-])c1cccnc1SCc1c(F)cccc1Cl was read as H1N1 NS1A inhibition -6%, PhoP GFP inhibition 1%, tuberculosis growth 30%, H37Rv inhibition 13% and VEEV TC-83 Vero inactive.
For O=C1c2cccc3cc([N+](=O)[O-])cc(c23)C(=O)N1CCN1CCCC1 the results were H1N1 NS1A inhibition -24% and VEEV TC-83 Vero 2.8%.
